# BRCA1 expr act: increases BRCA1 expression; MCF7-BRCA1-FFLuc reporter, luminescence, 48 h; response scale: scaled: vehicle 0%, 10 µM genistein 100%; Potency, µM (series often up to 46.1 µM), for the others: top-dose activation, usual class: activators; 380,000 tested, 1.1% active; active = well fitted activation curve with a large enough effect; also: nearly all actives have a fitted effect of over 80% in size; some results filed as inactive show a strong effect at the top dose
#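 Cells: MCF7-BRCA1-FFLuc, 2000/well. Exposure: 48 h, 37 °C, 5% CO2. Read: luminescence, 15 min post-substrate. Controls: genistein 10 microM (maximal activation), DMSO (neutral).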
# The depositor's hits bear a star. Potency is read from the fitted curve at half-maximal effect.
BRCA1 expr act	smiles
-44.4%	CC(C)C1C(=O)N(Cc2cn(CCC3OCCO3)nn2)CCS(=O)(=O)N1Cc1ccc(-c2ccccc2C(F)(F)F)cc1 (configuration not stated)
-2.5%	COC(=O)[C@@H](NS(=O)(=O)c1cc(Br)ccc1Br)C(C)C
19.9%	COc1cccc(-c2oc3c(c2C(=O)OCCN(C)C)C(O)CCC3)c1 (configuration not stated)
2.2%	CCCCN1C(=O)C(CC(=O)NCCN2CCOCC2)CC(C(=O)N(CC)CC)=C1C (configuration not stated)
5.6%	O=NN(CCCl)C(=O)NCCc1cccc[n+]1[O-]
81.2%	COc1cccc(C(NC(C)=O)c2nc(-c3cccc(C(=O)O)c3)cs2)c1 (configuration not stated)
16.1%	COc1cc(Cl)c(CNC[C@H]2O[C@@H](n3cnc4c(=O)[nH]c(N)nc43)[C@H](O)[C@@H]2O)c(Cl)c1O
-4.1%	CN(c1ccc(C(=O)NCC2CCCO2)cc1)S(=O)(=O)c1ccc(Cl)cc1 (configuration not stated)
-5.3%	CCOC(=O)C1=CCC(c2ccc(C)cc2)N(S(=O)(=O)c2ccc(C)cc2)C1 (configuration not stated)
-0.3%	CCOc1ccccc1-n1nnnc1SCC(=O)N(C)C1CCS(=O)(=O)C1 (configuration not stated)
0.0%	CN(C)CCNc1nc(Oc2ccccc2)c2sccc2n1
17.4%	CCOC(=O)C1(C)CCCCN1C(=O)c1ccco1 (configuration not stated)
-10.3%	COc1cc(C(=O)N2CCC2(C)C(=O)NC(C)C)cc(OC)c1OC (configuration not stated)
3.0%	COc1cccc(-c2cc(CNC(=O)[C@H]3O[C@@H](n4cnc5c(N)ncnc54)[C@H](O)[C@@H]3O)no2)c1
-17.0%	C[C@H](CO)N1C[C@H](C)[C@H](CN(C)C(=O)Cc2ccncc2)Oc2ncc(Br)cc2C1=O
30.8%	O=C(CSc1ccc(Cl)cc1)NC1CC1
2.1%	COc1ccc(C2Nc3ccccc3C(=O)N2Cc2ccco2)cc1 (configuration not stated)
-0.2%	CC(=O)c1ccc(OCc2nnn(CC(=O)NS(=O)(=O)Cc3ccccc3)c2-c2ccccc2)cc1
2.1%	CSc1ncnc2c1ncn2CCCN1CCN(c2ncccn2)CC1
-0.2%	Cc1ccccc1C(=O)NC1CC2CCCC(C1)N2CC(C)C (configuration not stated)
-33.4%	O=C(NCCc1ccccc1)C1Cc2c(-c3ccc(Cl)cc3)ccnc2O1 (configuration not stated)
-3.3%	OC[C@@H]1CN(Cc2cccc(C(F)(F)F)c2)C[C@H](n2cnc3c(NCc4ccco4)ncnc32)O1
-78.0%	CCCCCCN1C[C@@H](n2cc(-c3ccc(F)cc3)nn2)[C@H](O)C[C@@H]1c1ccc(Cl)cc1
-94.0%	CCC(C)[C@H](N)C(=O)N[C@H]1CCC2C3CC=C4C[C@@H](O)CC[C@]4(C)C3CC[C@@]21C (some centres not stated)
-41.9%	C[C@H](O)[C@@H]1CN2CCc3c([nH]c4ccccc34)[C@@H]2C[C@@H]1N(C)Cc1cc(Cl)cc(Cl)c1
12.9%	CCc1nc2ccc(C(=O)NCCCn3ccnc3)cn2c1N(CC)CCN(C)C
-0.1%	CCOc1ccc(CCN2C(=O)C(=O)N([C@@H](CC(C)C)CN3CCC[C@H]3CN3C(=O)C(=O)NC[C@@H]3Cc3ccc(O)cc3)C[C@@H]2CC(C)C)cc1
-9.3%	CCOC(=O)C(C)Oc1cccc2c(=O)n(CC(=O)Nc3ccc(OC)cc3)ccc12 (configuration not stated)
2.0%	CCOC(=O)C1(C)CCCCCN1C(=O)c1ccc(N(C)C)cc1 (configuration not stated)
-57.1%	COc1ccccc1-c1ncn(Cc2cccc(-c3ccccc3)c2)c1CC(C)C

# (list continues)
BRCA1 expr act	smiles
-18.6%	COc1cc(OC)c(C2C=CC(=O)CC2)c(OC)c1 (configuration not stated)
4.5%	Cc1ccccc1C(=O)N1CCC1(C)C(=O)NC(C)C (configuration not stated)
-17.2%	O=C(Nc1ccc2c(c1)OCO2)c1cc(C2CCCCN2C(=O)c2ccc3c(c2)CCO3)on1 (configuration not stated)
-13.6%	CCCN1CCN(C(=O)c2ccc(CS(=O)c3ccc(Br)cc3)o2)CC1 (configuration not stated)
16.1%	Nc1ccc(/C=C/c2ccnc3ccccc23)c([N+](=O)[O-])c1
-4.8%	Cc1ccc(/C(O)=C2\C(=O)C(=O)N(C)C2c2ccccc2)cc1 (configuration not stated)
10.8%	CCNC(=O)C1CCCN(C(=O)c2ccc(OC)cc2)CC1 (configuration not stated)
4.5%	CCNC(=O)c1cc2c(c(-c3cccc(-c4cncnc4)c3)n1)[C@H](CCO)N(C(C)=O)C2
14.5%	CC1(C(=O)NS(=O)(=O)c2ccccc2)CCN1C(=O)Cc1cccs1 (configuration not stated)
34.4%	CCCCN(C=O)c1c(CC)nc2ccc(C(=O)N3CCN(c4ccccc4)CC3)cn12
6.8%	COC(=O)[C@]12CCCCC=C1N(Cc1ccc(Cl)cc1Cl)C(=O)[C@H](CC(=O)NCC13CC4CC(CC(C4)C1)C3)C2
2.1%	CCCNC(=O)C1(C)CCCN(Cc2cccn2C)C1 (configuration not stated)
7.9%	CCc1nc2c(OCC(N)=O)cccn2c1N(C)C(=O)c1ccc(OC)cc1
-39.1%	CN(C)C(=O)c1cccc(COc2ccc(N3C(N)=NC(N)=NC3(C)C)cc2Cl)c1
16.7%	O=C(O)C1CCCC1
-9.8%	CC(NC(=O)c1c(N)[nH]c(C(=O)c2ccccc2)c1-c1ccccc1Br)c1cccc2ccccc12 (configuration not stated)
37.5%	COC(=O)c1csc(-c2ccc(CO)o2)n1
12.6µM*	COc1ccc2cc(C3=CC(=O)CC(C)(C)C3=O)ccc2c1
0.7%	CC1(C(=O)NS(=O)(=O)c2ccc(C#N)cc2)CCN1C(=O)Cc1cccc2ccccc12 (configuration not stated)
-17.8%	CN(C)CCNC(=O)c1cccc(-c2cnc3c(NC=O)cc(-c4cc(F)c(F)c(F)c4)cn23)c1
18.7%	Cc1ccc2nc(-c3ccc(C#N)cc3)c(Cc3ccccc3)n2c1
-46.3%	OC(c1ccc(-c2ccccc2)cc1)c1ncc(-c2ccccc2Cl)[nH]1 (configuration not stated)
13.8%	CC1CN(S(=O)(=O)c2cccc(C(=O)Nc3ccc(N4CCCCC4)cc3)c2)CC(C)O1 (configuration not stated)
13.0%	CC1=C(C(=O)N2CCCCCC2)CC(CC(=O)NC2CC2)C(=O)N1Cc1ccccc1 (configuration not stated)
17.4%	Cc1cccc(OC(=O)Nc2ccc(C(=O)O)c(O)c2)c1
0.0%	O=C(NC(=S)Nc1cc(Cl)ccc1Cl)c1ccco1
-85.0%	COc1ccc(-c2ccc3[nH]c4c(c3c2)CCN2C[C@@H]([C@H](C)O)[C@@H](N(C)C(=O)Nc3cc(Cl)cc(Cl)c3)C[C@@H]42)cc1
0.0%	Cn1c(NCc2ccc3occc3c2)nc2cc(-c3cccc(C(F)(F)F)c3)sc2c1=O
0.0%	CCCNC(=O)C1(C)CCCN(C(=O)c2cc(C)nn2C(C)(C)C)C1 (configuration not stated)
-13.1%	O=C(Nc1ccc2c(c1)OCCO2)C(c1cc2ccccc2o1)N1CCC(Cc2ccccc2)CC1 (configuration not stated)

# Of the compounds above, these have an aryl thioether with sulfur outside any ring.
BRCA1 expr act	smiles
-0.3%	CCOc1ccccc1-n1nnnc1SCC(=O)N(C)C1CCS(=O)(=O)C1 (configuration not stated)
30.8%	O=C(CSc1ccc(Cl)cc1)NC1CC1
2.1%	CSc1ncnc2c1ncn2CCCN1CCN(c2ncccn2)CC1

# Remaining list, next part:
BRCA1 expr act	smiles
-10.8%	Cc1c(C(=O)NNC(=O)c2csc(N3CCOCC3)n2)oc2ccc(Br)cc12
4.5%	COc1ccc(C(NC(=O)COc2ccc(C#N)cc2)c2ccc(OC)cc2)cc1
-1.7%	OCCCN1CNC(=S)NC1
-42.8%	CC1(C(=O)NCC2CCCCC2)CCN1C(=O)Cc1ccc(-c2ccccc2)cc1 (configuration not stated)
-10.2%	COc1ccc(S(=O)(=O)N2CCOCC2)cc1NC(=O)c1ccc(SC)cc1OC
18.6%	O=C(c1ccco1)N1CCN(C(=O)c2ccco2)CC1
23.4%	CCCN(C)C1CN(Cc2cn(Cc3ccc(C)cc3)nn2)S(=O)(=O)C1 (configuration not stated)
-17.2%	FC(F)(F)c1ccc(-c2nc3ccccc3s2)cc1
13.2%	CCOC(=O)[C@]12CCC=C1N(CCC1=CCCCC1)C(=O)[C@H](CC(=O)NCCC(C)C)C2
9.8%	COc1ncnc2c1ncn2CCCNCCN1CCOCC1
-11.8%	CCCCn1c(N)c(N(CC(C)C)C(=O)CC(NC(=O)c2ccccc2Cl)c2ccccc2)c(=O)[nH]c1=O (configuration not stated)
-13.1%	C[C@H](CO)N1C[C@H](C)[C@H](CN(C)C(=O)c2ccc(N3CCN(C)CC3)cc2)OCc2cnnn2CCCC1=O
13.0%	COCCNc1nc2cc(-c3ccccc3C)sc2c(=O)n1C
-56.2%	O=C(Nc1ccc2c(c1)OCO2)C1Cc2c(-c3ccccc3Oc3ccccc3)ccnc2O1 (configuration not stated)
-8.7%	COc1ccc(-n2nnnc2C2c3ccccc3C(=O)N2C2CCN(Cc3ccccc3)CC2)cc1 (configuration not stated)
14.1µM*	CC(C)Cc1ccc(-c2ccc3nccn3c2)cc1
-20.3%	COc1cccc(C(c2nnnn2-c2c(C)cccc2C)N2CCN(C/C=C/c3ccccc3)CC2)c1OC (configuration not stated)
-3.6%	C[C@@H]1CCCCO[C@@H](CN(C)C(=O)Nc2ccccc2)[C@@H](C)CN([C@H](C)CO)C(=O)c2cc(N(C)C)ccc2O1
-39.2%	CCCCC(=O)N(C)c1c(CC)nc2c(OCC(=O)c3ccc(Cl)cc3Cl)cccn12
-1.6%	O=C(Nc1ccccc1)C1Cc2c(-c3cccc(F)c3)ccnc2O1 (configuration not stated)
-65.1%	COc1ccc(OC)c(/C=C/c2ccc3ccccc3[n+]2C)c1
15.0%	CN(C)C1CCCCC=CC(=O)NC1 (configuration not stated)
-17.3%	COc1ccc(C2OC(CCc3ccccc3)CC3=C2C(=O)OC(C)(C)O3)cc1 (configuration not stated)
-7.5%	Nn1c(SCC(=O)NC2CCCCCC2)nnc1-c1ccco1
-23.5%	CCCc1nc2cc(C)c(Br)c(C)n2c1Cc1ccccc1OC
0.0%	Cc1cc(C)cc(C(O)c2ncc(-c3ccccc3F)[nH]2)c1 (configuration not stated)
-7.5%	CC(C)CCNC(=O)c1[nH]c(C(F)(F)F)nc1-c1ccccc1
-3.2%	CCCNC(=O)C[C@H]1C[C@H]2c3cc(NC(=O)Nc4ccc(F)cc4)ccc3O[C@H]2[C@@H](CO)O1
9.5%	O=C(CC[C@H]1O[C@@H](n2cnc3c(NC(=O)c4ccccc4)ncnc32)[C@H](O)[C@@H]1O)NCc1cccc2ccccc12
10µM*	CC(O)(c1ccccc1)c1nc(-c2cccc(C(=O)O)c2)cs1 (configuration not stated)

# Next compounds follow:
BRCA1 expr act	smiles
-76.1%	COc1cc2c(cc1OC)C(=O)C(Br)CC2 (configuration not stated)
-3.1%	COc1ccc(NC(=O)COc2ccccc2C(N)=O)cc1S(=O)(=O)N1CCCCC1
-43.9%	Cc1ccc(C(=O)NC(=S)c2c(C)cc3ccccn23)cc1
-12.3%	Cn1ccc2c(-c3cccc(C=O)c3)cc3c(c21)C1CCC3O1 (configuration not stated)
6.4%	COc1ncnc2c1ncn2CCCNCc1ccc(C)o1
-0.1%	Cc1cc(C)cc(NC(=O)CSCc2nc3c(nnn3Cc3ccc(F)cc3)c(=O)[nH]2)c1
3.5%	CCCCN(C)c1c(C)nc2ccc(C(=O)NC3CCN(C)CC3)cn12
15.0%	CC(C)C1CC2=C(C(=O)OC(C)(C)O2)C(c2ccc(Cl)cc2)O1 (configuration not stated)
7.4%	O=C1NC[C@@H](CCCCN2C[C@H](Cc3ccccc3)N(CCc3ccccc3)C(=O)C2=O)N(Cc2ccccc2)C1=O
0.7%	Cc1ccc(-n2c(SCC(=O)NC3CCS(=O)(=O)C3)nc3ccccc3c2=O)c(C)c1 (configuration not stated)
19.3%	COc1cccc(-c2csc(Nc3ccc(Oc4ccccc4)cc3)n2)c1
0.0%	O=C(Nc1ccccc1)c1ccccc1OCc1ccccc1
-16.0%	COCC(C)n1c(SCC(=O)Nc2cccnc2Cl)nc2ccccc2c1=O (configuration not stated)
0.6%	CN(C)c1ccc(NC(=O)Nc2ccc3c(c2)c(=O)n(C)n3Cc2ccc(Cl)cc2)cc1
-5.5%	COc1cc(OC)cc(C2=Cc3ccc(OC)cc3C(CC(C)=O)N2c2ccc(C#CC3(O)CCCCC3)cc2)c1 (configuration not stated)
10.9%	Cc1ccc(Cl)cc1NCN1C(=O)c2ccccc2C1=O
2.2%	COC(=O)Cn1c2ccccc2c(=O)n1C(C)C
0.0%	O=C(C[n+]1ccccc1Cl)c1ccccc1
11.0%	CC(C)S(=O)(=O)NC(=O)C1(C)CCN1C(=O)Cc1ccccc1 (configuration not stated)

# An excerpt from above in order of the BRCA1 expr act value, highest first:
SMILES,BRCA1 expr act
CC(C)C1CC2=C(C(=O)OC(C)(C)O2)C(c2ccc(Cl)cc2)O1 (configuration not stated),15.0%
O=C(Nc1ccccc1)c1ccccc1OCc1ccccc1,0.0%
COCC(C)n1c(SCC(=O)Nc2cccnc2Cl)nc2ccccc2c1=O (configuration not stated),-16.0%

# Random excerpt: 4 compounds from above.
BRCA1 expr act	smiles
-17.8%	CN(C)CCNC(=O)c1cccc(-c2cnc3c(NC=O)cc(-c4cc(F)c(F)c(F)c4)cn23)c1
2.1%	CSc1ncnc2c1ncn2CCCN1CCN(c2ncccn2)CC1
23.4%	CCCN(C)C1CN(Cc2cn(Cc3ccc(C)cc3)nn2)S(=O)(=O)C1 (configuration not stated)
6.4%	COc1ncnc2c1ncn2CCCNCc1ccc(C)o1

# High-throughput results: PubChem BioAssay, National Center for Advancing Translational Sciences (NCATS)

# These rows are one share of the data; count on the stated rates, not on these rows.
